# PLK1 kinase inh – human PLK1 kinase inhibitors, primary screen, biochemical, TR-FRET. Serine/threonine-protein kinase PLK1 (Homo sapiens), P53350. recombinant PLK1 kinase, TR-FRET peptide phosphorylation. inhibition, % at 10 µM. 97,000 compounds, 0.53% hits. AID 619, 2007;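 active = inhibition of 50% or more in the single-concentration screen; inactive = inhibition below 50%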;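 also: 0% = DMSO max control and 100% = H-89 dihydrochloride min control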
# PTPN22 act – LYP phosphatase activators, primary screen, biochemical, DiFMUP fluorescence, 2 µM; Tyrosine-protein phosphatase non-receptor type 22 (Homo sapiens), Q9Y2R2; recombinant LYP; 0 = plate median, 100 = signal doubled; activation, % at 2 µM; 96,000 compounds, 0.11% hits; AID 697, 2007;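 active = activation at 2 µM above a set limit, the mean plus 5 SD, cut at about 37% in these data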
# Candida biofilm – clotrimazole potentiators killing Candida biofilms, primary screen, with clotrimazole, Alamar Blue; C. albicans biofilm + clotrimazole; inhibition, % at 6 µM; 85,000 compounds, 0.14% hits;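 active = inhibition above 20%; inactive = inhibition below 20%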;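 also: preformed 24 hr biofilms exposed to compound for 48 hr; 0% = biofilm without compound and 100% = blank killed by clotrimazole plus chlorhexidine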
# Plk1 PBD FP – Plk1 polo box domain binding inhibitors, primary screen, biochemical, fluorescence polarization | inhibition, %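 (tested at about 20 µM)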 | Plk1 PBD phosphopeptide binding | 97,000 compounds, 0.13% hits | Serine/threonine-protein kinase PLK1 (Homo sapiens), P53350; in the data active = inhibition above about 34%, passing the limit was not always enough
# Rev-RRE block – HIV-1 Rev-RRE binding inhibitors, primary screen, biochemical, FRET, protein-RNA interaction. P05866. Rev peptide-RRE RNA binding. inhibition, % at 8 µM. 97,000 compounds, 0.79% hits;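 active = inhibition above the screen-wide mean plus 3 SD, cut at about 35% in these data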;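 also: 0% = median DMSO wells and 100% = median Neomycin B control wells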
#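 Test system: labelled RRE RNA duplex and labelled Rev peptide. Times: 5 min compound–RNA preincubation, then 15 min with peptide, 25 °C. Doses: single-dose 8 µM. Measured by: FRET, excitation 480 nm, emission 540 nm donor and 671 nm acceptor. Measure: % inhibition of FRET ratio versus controls.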
# LYP inh 2 – PTPN22 phosphatase inhibitors, primary screen, biochemical, DiFMUP fluorescence, 2 µM; inhibition, % at 2 µM; 96,000 compounds, 0.21% hits; recombinant LYP catalytic domain; Tyrosine-protein phosphatase non-receptor type 22 (Homo sapiens), Q9Y2R2;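 active = inhibition at 2 µM at or above a set limit, the screen mean plus 3 SD, cut at about 24% in these data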;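 also: 0% = DMSO with enzyme and 100% = enzyme fully blocked by orthovanadate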
# EphB4 antag – EphB4-ephrin-B2 interaction antagonists, primary screen, biochemical, TNYL-RAW peptide probe, fluorescence polarization; EphB4 LBD / TNYL-RAW-Alexa532 peptide; Ephrin type-B receptor 4 (Homo sapiens), P54760; inhibition, % at 7 µM; AID 720, 2007; 97,000 compounds, 0.15% hits;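 active = inhibition above the screen-wide mean inhibition plus 3 SD, cut at about 15% in these data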;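 also: 0% = DMSO wells and 100% = excess unlabeled TNYL-RAW peptide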
# CYP2C9 inhib – blockers of cytochrome P450 2C9 activity – biochemical, luminescence, ADME assay, primary screen | P11712 | CYP2C9 Supersomes, luciferin-H conversion | inhibition, % at 5 µM | 96,000 compounds, 20% hits | AID 777, 2007;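 active = blocking of liver enzyme CYP2C9 beyond about 50% at 5 µM, limit read from the data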; also: values of inactives mirror those of a sister screen read the other way
# Target sequence (P11712 whole entry, looked up): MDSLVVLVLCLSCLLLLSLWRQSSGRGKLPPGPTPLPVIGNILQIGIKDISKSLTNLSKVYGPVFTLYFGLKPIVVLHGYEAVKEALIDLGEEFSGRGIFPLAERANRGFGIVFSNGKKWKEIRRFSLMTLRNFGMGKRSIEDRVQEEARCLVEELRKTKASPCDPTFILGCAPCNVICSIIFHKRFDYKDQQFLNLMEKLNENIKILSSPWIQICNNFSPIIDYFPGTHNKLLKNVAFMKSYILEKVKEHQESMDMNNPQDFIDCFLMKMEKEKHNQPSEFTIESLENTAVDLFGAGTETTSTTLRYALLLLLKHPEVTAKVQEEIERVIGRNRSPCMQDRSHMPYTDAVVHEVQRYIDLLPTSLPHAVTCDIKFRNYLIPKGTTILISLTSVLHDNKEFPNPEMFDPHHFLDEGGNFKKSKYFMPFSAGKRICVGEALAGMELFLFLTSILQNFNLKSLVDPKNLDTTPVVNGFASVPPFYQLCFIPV
# CYP2C9 activ – human CYP2C9 activators, primary screen, biochemical, luminescence | Cytochrome P450 2C9 (Homo sapiens), P11712 | recombinant CYP2C9, luciferin-H conversion; stronger effect = higher value; factor 1 = untreated enzyme, 0 = blocked | activation factor at 5 µM | 96,000 compounds, 1.4% hits | AID 1024, 2008;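 active = activation factor of 2 or more for CYP2C9 at a 5 µM dose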;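 also: 0 = sulfaphenazole-blocked wells and 1 = vehicle-only wells; values of inactives mirror those of a sister screen read the other way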
# Active calls of the source: *; . = no result given. Some of the compounds tested; count on the stated rates, not on these rows.
SMILES,PLK1 kinase inh,PTPN22 act,Candida biofilm,Plk1 PBD FP,Rev-RRE block,LYP inh 2,EphB4 antag,CYP2C9 inhib,CYP2C9 activ
CNc1c2c(nn1C)CCCC2,-2.8,2.0,.,-14.2,7.4,0.7,-1.5,-48.3,1.5
Cc1cccc2c1NC(=O)/C2=C\C(=O)c1cccs1,5.3,-6.0,8.3,-29.3,6.0,6.9,-6.8,-1.4,1

# Bioassay records as filed in PubChem.
